# Compound activity deposited in PubChem BioAssay by National Center for Advancing Translational Sciences (NCATS).
# LmPK inh – qHTS Assay for Inhibitors of Leishmania Mexicana Pyruvate Kinase (LmPK); Potency, µM (highest dose often 57.5 µM), for inactives: at the top dose activity change, negative = inhibition, hits mostly inhibitors; 290,000 tested, 0.37% active; purified LmPK, Kinase-Glo ATP luminescence, 1 h; AID 1721, 2009; Q27686; further: potency means the concentration at half of the fitted maximal effect; on the % scale 0 is the no-effect control and ±100 the full control effect
# Target sequence (Q27686 whole entry, looked up): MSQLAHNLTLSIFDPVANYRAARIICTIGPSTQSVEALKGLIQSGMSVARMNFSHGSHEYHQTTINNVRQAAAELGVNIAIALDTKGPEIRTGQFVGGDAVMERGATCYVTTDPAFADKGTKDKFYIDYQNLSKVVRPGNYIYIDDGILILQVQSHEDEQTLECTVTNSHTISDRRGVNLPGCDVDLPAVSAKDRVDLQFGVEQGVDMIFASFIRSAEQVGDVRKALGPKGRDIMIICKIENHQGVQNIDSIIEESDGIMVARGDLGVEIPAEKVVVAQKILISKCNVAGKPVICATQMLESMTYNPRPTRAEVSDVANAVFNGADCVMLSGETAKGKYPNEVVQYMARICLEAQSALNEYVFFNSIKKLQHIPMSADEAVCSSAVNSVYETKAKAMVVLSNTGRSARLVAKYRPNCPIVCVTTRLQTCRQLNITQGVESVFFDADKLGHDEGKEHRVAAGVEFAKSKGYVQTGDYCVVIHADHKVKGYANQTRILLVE
#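 In 50 mM imidazole pH 7.2 with 7 mM MgCl2, LmPK (0.1 nM) turned over PEP (0.5 mM) and ADP (0.1 mM) for 1 h at room temperature. Luciferase read-out of ATP.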
# AMA1-RON2 inh – qHTS for Inhibitors of AMA1-RON; Towards Development of Antimalarial Drug Lead: Primary Screen | Plasmodium falciparum AMA1 (3D7) - RON2 peptide interaction | AlphaScreen AMA1-biotinylated RON2 peptide binding | Potency, µM (series often up to 58.2 µM), without a hit: top-dose activity change, negative = inhibition, actives largely listed as inhibitors | 360,000 tested, 0.2% active | AID 720542, 2013;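 further: potency means the concentration at half of the fitted maximal effect; 0% = vehicle wells and -100% = peptide control; nearly all actives have a fitted effect of over 45% in size; some results filed as inactive show a strong effect at the top dose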
#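 AMA1 (3D7) with his tag at 25 nM final met compounds first, then biotinylated RON2 peptide at 25 nM; detection used donor plus acceptor beads, 10 µg/mL apiece, read by AlphaScreen after 30 min at room temperature.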
# Pf growth 96h – Primary qHTS for delayed death inhibitors of the malarial parasite plastid, 96 hour incubation. AID 504834, 2011. P. falciparum luciferase reporter growth, 96 h. 320,000 tested, 6.9% active. Potency, µM (top dose mostly 28.7 µM), for inactives: top-dose activity change, negative = inhibition, usual class: inhibitors; further: potency means the concentration at half of the fitted maximal effect; on the % scale 0 is the no-effect control and ±100 the full control effect
#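 Parasite growth measured via integrated firefly luciferase reporter in P. falciparum. Infected erythrocytes at 2% hematocrit, 0.05% parasitemia final were treated 96 hours at 37 C under 5% CO2, and luminescence was read.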
# Pf growth 48h – Primary qHTS for delayed death inhibitors of the malarial parasite plastid, 48 hour incubation | AID 504832, 2011 | P. falciparum luciferase growth in erythrocytes, 48 h | Potency, µM (doses to about 28.7 µM), without a hit: at the highest dose activity change, negative = inhibition, usual class: inhibitors | 310,000 tested, 5.9% active; further: potency means the concentration at half of the fitted maximal effect; on the % scale 0 is the no-effect control and ±100 the full control effect
#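 Luminescence readout; reporter = integrated firefly luciferase in P. falciparum. RBC culture at 2% hematocrit, 0.1% parasitemia final, 37 C/5% CO2; decreased signal taken as growth inhibition.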
# Tb PYK inh – qHTS of Trypanosoma Brucei Inhibitors; pyruvate kinase (Trypanosoma brucei), Q57TT1; 410,000 tested, 0.12% active; Potency, µM (doses to about 76.8 µM), without a hit: at the top dose activity, negative = inhibition, most hits filed as inhibitors; TbPYK enzyme, Kinase-Glo Plus ATP luminescence, 45 min; AID 624173, 2012; further: potency means the concentration at half of the fitted maximal effect; on the % scale 0 is the no-effect control and ±100 the full control effect; nearly all actives have a fitted effect of over 50% in size
#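 TbPYK + substrate in 50 mM TEA pH 7.2, 100 mM KCl, 10 mM MgCl2, 0.05% BSA, 0.01% Tween-20; cpd pinned; ADP 130 uM final; 45 min RT; Kinase-Glo Plus 10 min; luminescence endpoint.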
# Shiga inhibitor – A qHTS for Small Molecule Inhibitors of Shiga Toxin | Vero cells, Shiga toxin protein synthesis inhibition reporter | inhibition, % at 38.7 µM | 290,000 tested, 9.2% active | AID 2315, 2010; in the data active means inhibition mostly above about 28%, no sharp cut-off; inactive means mostly below about 43%; further: 0% is about no effect
# Cycloheximide cs – Cycloheximide Counterscreen for Small Molecule Inhibitors of Shiga Toxin; cell reporter, cycloheximide protein synthesis inhibition counterscreen; max response, %; 300,000 tested, 12% active; in the data active means max response mostly above about 13%, no sharp cut-off; inactive means mostly below about 14%; further: read at 38.3 µM for the half of the compounds with a filed dose; 0% is about no effect
# Starred values were filed as active, the others as inactive; ? = inconclusive; / = no result given; [ ] = dose if it differs, or a comment. Unless noted, the call rests on the fitted dose curve; in most records, active means well fitted curve in the direction sought with a large enough effect; inconclusive means small, poorly fitted or top-dose-only effect, or another doubt; inactive means no such curve, though single readings can be large; an effect the other way counts as inactive or inconclusive. Compounds were not picked by outcome; 21% or so of the library scored in one or more.
SMILES,LmPK inh,Shiga inhibitor,Cycloheximide cs,Tb PYK inh,Pf growth 48h,Pf growth 96h,AMA1-RON2 inh
CC1CC(C)CN(S(=O)(=O)c2ccc(C(=O)NCCCn3ccnc3)cc2)C1 (centres undefined),3.7%,47.2,-3.8,-1.5%,?,/,18.7%
CNc1nc2c(c(=O)n(C)c(=O)n2C)n1CCCc1ccccc1,-4.6%,25.2,-2.1,2.7%,25.4%,?,4.9%
C=CCN1C(=O)C(O)(CC(=O)c2ccc(Cl)cc2)c2ccccc21 (centres undefined),0.4%,-9.6,-1.7,-2.1%,/,14.7µM*,-29.1%
CCC(COC)NC(=O)CCc1nnc(Cc2cccc(C(F)(F)F)c2)o1 (centres undefined),-2.5%,60.1*,46.0*,-1.0%,14.2%,-1.2%,-4.5%
CN(C)C(CNc1ncnc2sc3c(c12)CCCCC3)c1ccco1 (centres undefined),6.6%,30.9,15.5,-2.0%,-13.5%,?,-17.3%
CCN(CC(=O)Nc1ccccc1OC)C(=O)CSCc1ccc(C)cc1,/,/,/,1.5%,-9.5%,-29.5%,-4.4%
CNC(=S)N(CCc1c(C)[nH]c2ccccc12)Cc1ccco1,-1.8%,29.9,-1.4,-4.8%,-12.8%,?,-14.0%
CCOC(=O)c1cc2c(ccn2-c2ccc(F)cc2)n1CC(=O)N1CCN(C(=O)c2ccco2)CC1,7.3%,6.6,0.3,-0.8%,?,12.1%,10.8%
Cc1cc(C)nc(-n2nc(C)cc2NC(=O)c2ccc(S(=O)(=O)N3CCOCC3)cc2)n1,0.0%,-7.4,-3.3,1.1%,?,?,4.9%
O=C(N/C(=C/c1ccc2c(c1)OCO2)C(=O)N1CCOCC1)c1cccs1,4.7%,-11.4,-1.4,0.4%,10.5%,-6.9%,8.9%
CCCn1c(C(=O)c2ccccc2OC)nc2ccccc21,-6.0%,-6.8,-1.4,1.6%,-2.4%,-7.1%,-9.6%
CC1=CC(C)(C)N(C(=O)CN2C(=O)c3ccccc3C2=O)c2ccccc21,3.6%,14.0,0.9,0.6%,?,?,20.7%
C[C@@H](O)c1nc2ccccc2n1N,-1.5%,-4.7,-1.1,-0.7%,-0.9%,-9.9%,5.6%
Cc1cc(O)c(C)c(O)c1/C=N/NC(=O)c1cccnc1,-8.1%,-3.9,0.7,-4.7%,?,7.2%,32.2%[activator]
O=C(CCNC(=O)c1ccccc1Cl)NC1=NCCS1,10.5%,-0.6,4.8,-2.4%,9.1%,28.6%,7.0%
COc1cc(OC)c2c(-c3ccccc3)cc(=O)oc2c1C(CC(=O)N1CCN(c2ccccc2)CC1)c1ccc2c(c1)OCO2 (centres undefined),-1.0%,-11.0,-3.6,/,?,?,/
CCOC(=O)c1c(NC(=S)Nc2ccccc2)sc2c1CCN(CCc1ccccc1)C2,2.8%,-21.8,-6.9,/,13.1µM*,2.33µM*,/
Fc1ccc(C2=CSC3=NCCN23)cc1,-0.8%,7.7,9.6,2.7%,11.4%,23.8%,-1.6%
CCCN(C(=O)c1cc(S(=O)(=O)N(C)c2ccc(OCC)cc2)ccc1C)C1CCS(=O)(=O)C1 (centres undefined),/,/,/,2.5%,?,?,-11.8%
N#Cc1ccc(C23CC4(C2)[C@H](CN(P(=O)(c2ccccc2)c2ccccc2)[C@@H]4c2ccccc2)C3c2ccc(Cl)nc2)cc1 (some centres undefined),0.7%,12.1,0.6,1.9%,4.65µM*,4.15µM*,-2.4%
Cc1ccc(-c2cc(C(=O)Nc3cc(C)on3)c3ccccc3n2)cc1,3.2%,15.6,3.1,6.3%,?,104.2%[activator],-5.8%
CCCCOc1ccc(S(=O)(=O)Nc2cc(OC)ccc2OC)cc1,6.3%,9.7,11.7,-17.8%,4.8%,56.7%[activator],-2.0%
O=[N+]([O-])c1cccc(-n2cccc2/C=N/Nc2nc(N3CCCCC3)nc(N3CCCCC3)n2)c1,-2.5%[11.5 µM],-4.9,-1.2,-8.2%,?,?,?
CC(/C=C1\SC(=O)N(CC(=O)Nc2cccc(O)c2)C1=O)=C\c1ccccc1,10.0%,11.4,11.3,1.0%,16.7%,?,-22.3%

# Some of the entries above in a different format:
# Value order: LmPK inh, Shiga inhibitor, Cycloheximide cs, Tb PYK inh, Pf growth 48h, Pf growth 96h, AMA1-RON2 inh
- COc1cc(OC)c2c(-c3ccccc3)cc(=O)oc2c1C(CC(=O)N1CCN(c2ccccc2)CC1)c1ccc2c(c1)OCO2 (centres undefined)
 : -1.0%, -11.0, -3.6, /, ?, ?, /
- CC(/C=C1\SC(=O)N(CC(=O)Nc2cccc(O)c2)C1=O)=C\c1ccccc1
 : 10.0%, 11.4, 11.3, 1.0%, 16.7%, ?, -22.3%
- O=C(CCNC(=O)c1ccccc1Cl)NC1=NCCS1
 : 10.5%, -0.6, 4.8, -2.4%, 9.1%, 28.6%, 7.0%
- CCCn1c(C(=O)c2ccccc2OC)nc2ccccc21
 : -6.0%, -6.8, -1.4, 1.6%, -2.4%, -7.1%, -9.6%
- O=C(N/C(=C/c1ccc2c(c1)OCO2)C(=O)N1CCOCC1)c1cccs1
 : 4.7%, -11.4, -1.4, 0.4%, 10.5%, -6.9%, 8.9%
- CNc1nc2c(c(=O)n(C)c(=O)n2C)n1CCCc1ccccc1
 : -4.6%, 25.2, -2.1, 2.7%, 25.4%, ?, 4.9%

# (continued)
SMILES,LmPK inh,Shiga inhibitor,Cycloheximide cs,Tb PYK inh,Pf growth 48h,Pf growth 96h,AMA1-RON2 inh
CCCCCn1c(Sc2nc3ccccc3s2)nc2c1c(=O)[nH]c(=O)n2C,1.4%,-3.8,-1.6,8.8%,?,-16.4%[5.75 µM],-5.2%
CCCCc1cc(=O)oc2c(CN(CC)CC)c(O)c(Cl)cc12,9.2%,-23.5,-3.4,5.0%,2.3%,/,5.7%
COCCn1c(SCC(=O)NC(=O)NC(C)C)nc2ccccc21,2.0%,-20.5,-4.4,8.3%,5.6%,-14.2%,1.3%
Cc1cc(-c2csc(NC(=O)c3ccc(C#N)cc3)n2)c(C)n1Cc1ccccc1,0.5%,-4.4,-1.1,7.2%,-7.9%,-17.0%,-1.0%
CN(CCO)C(=O)c1cccc2c1-c1ccccc1C2=O,4.1%,-1.5,-1.8,-4.8%,/,/,9.9%
CN(CC(=O)NCCN1CCN(Cc2ccccc2)CC1)S(=O)(=O)c1cccc2nsnc12,4.6%,15.5,-1.4,-0.1%,?,0.6%,2.0%
O=C(O)c1ccc(NC(=O)C2C3CCC(O3)C2C(=O)O)cc1 (centres undefined),1.3%,/,1.4,-0.7%,62.5%[activator],35.8%[activator],-22.5%
Oc1cc2c(cc1CN1CCN(c3ccccc3F)CC1)OCO2,13.1%,13.8,-0.8,3.8%,9.28µM*,?,?
CC1CCc2nc3sc4c(c3c(N)c2C1)CCCC4 (centres undefined),-0.7%,56.3*,33.3*,1.0%,-67.8%,336.4%[activator],-6.8%
Cc1ccc(-c2c[n+]3c(n2-c2ccccc2)CCC3)cc1,-1.0%,-9.3,1.1,6.5%,1.47µM*,0.147µM*,-6.5%
COc1cc(CC(=O)N/N=C/c2ccc([N+](=O)[O-])cc2)c([N+](=O)[O-])cc1OC,-6.7%,-9.2,-1.3,-8.9%,13.8%,?,9.5%[11.6 µM]
COc1ccc(N2CCN(C(=O)CC34CC5CC(CC(C5)C3)C4)CC2)c([N+](=O)[O-])c1,4.9%,-3.9,2.6,7.0%,?,?,-9.2%
COc1cccc(NC(=O)CN(C)C(=O)c2ccccc2-c2nc3ccccc3s2)c1,/,/,/,0.5%,-3.7%,?,-20.5%
Cc1cc(C(=O)COc2ncnc3sccc23)c(C)n1C,-2.7%,133.7*,31.2*,-5.4%,85.7%[activator],30.0%[activator],-15.5%
CCn1cc(C(=O)N2CCN(c3ccccn3)CC2)c(=O)c2cc(S(=O)(=O)N3CCC(C)CC3)ccc21,3.0%,27.4,30.3,5.4%,?,?,10.2%
CC(=O)Nc1ccnc(-c2cccnc2)n1,-2.2%,-15.7,-3.5,-7.6%,10.8%,136.6%[activator],-8.6%
O=C(c1cc2cc(Cl)ccc2[nH]1)N1CCc2ccccc2C1,-1.0%,6.9,8.0,2.8%,?,-55.1%,-5.1%
CCOc1ncccc1C(=O)Nc1cc(S(=O)(=O)N2CCOCC2)ccc1N1CCCC1,3.0%,-20.8,0.4,-7.1%,?,-27.9%,-20.4%
CCC1(C)CC2(CCCN(CCC(=O)c3ccccc3)C2)CCO1 (centres undefined),4.5%,-12.8,-2.5,-10.4%,5.6%,?,7.4%
CC(=O)c1ccc(NC(=S)N2CCCC(C(F)(F)F)C2)cc1 (centres undefined),-0.3%,12.5,2.2,-5.0%,-0.7%,17.6%,-0.1%
CCC1SC(=Nc2cccc(C)c2)NC1=O (centres undefined),1.5%,-6.9,4.4,-0.8%,19.1%,10.4µM*,0.6%
CC[n+]1c(/C=C/c2cc([N+](=O)[O-])ccc2O)ccc2ccccc21,-2.7%,6.8,1.5,-14.5%,?,95.0%[activator],-16.7%
O=C(NNC(=S)NC1CCCCC1)c1ccccc1O,1.5%,62.1*,15.8*,-15.8%,39.3%[activator],2.33µM*,-54.7%
CCC(=O)c1cn(Cc2ccc(C#N)cc2)c2ccccc12,-1.6%,-13.4,-4.2,-4.0%,?,?,5.2%
N#CC1=C(N)Nc2nc3ccccc3n2C1c1ccc(Cl)cc1 (centres undefined),-2.2%,-2.4,-1.1,-14.9%,19.4%,49.9%[activator],9.2%
COc1ccccc1NS(=O)(=O)c1cccc(C(=O)NCC(c2cccs2)N2CCOCC2)c1 (centres undefined),/,/,/,1.6%,?,?,-0.4%
CC(=O)c1ccc(N2CCN(CC(=O)Nc3ccc4c(c3)OCCO4)CC2)cc1,-2.2%,8.0,5.0,0.8%,70.6%[activator],?,-1.8%
Cc1ccc(C)c(OCCC(=O)N(C)CC(=O)Nc2c(C)cccc2C)c1,/,/,/,0.5%,?,19.4%,4.8%
COC(=O)C1Cc2c([nH]c3ccccc23)C(C(C)C)N1 (centres undefined),0.0%,-5.6,-3.3,-3.6%,-17.2%,1.31µM*,15.3%
Cc1ccc(-n2nc3c(=O)n(CCCC(=O)NCc4cccc(F)c4)nc(C)c3c2C)cc1,0.7%,-7.0,30.9,1.2%,10.4µM*,46.3%[activator],1.7%
Cc1cc(C(=O)N(C)CC(=O)Nc2ccccc2C(F)(F)F)c(C)o1,-0.3%,-3.7,-2.8,-3.7%,-4.7%,17.9%,5.0%
